From PubChem
LAP4-GFP MLPCN – alters LAP4-GFP fluorescence in TOR pathway yeast screen; 320,000 compounds, 0.34% hits; GFP response vs DMSO, % at 10 µM; S. cerevisiae LAP4-GFP multiplex, flow cytometry GFP, 3 h; median GFP as percent of DMSO wells;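 active = GFP response vs DMSO above a set limit, about the screen mean plus 3 SD, cut at about 150% in these data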
CIT2 TOR yeast – alters CIT2-GFP fluorescence in TOR pathway yeast screen. S. cerevisiae CIT2-GFP strain, flow cytometry, 3 h; 100 means same as DMSO wells. GFP response vs DMSO, % at 10 µM. 320,000 compounds, 0.065% hits. AID 2029;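 active = GFP response relative to DMSO above a set limit, near the screen mean plus 3 SD, cut at about 150% in these data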;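 note: ratio of well median GFP fluorescence to mean of DMSO wells on the plate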
RPL19A-GFP yeast – yeast TOR pathway RPL19A-GFP modulation | S. cerevisiae RPL19A-GFP strain, flow cytometry, 3 h; hits give low values | percent response vs DMSO, % at 10 µM | 330,000 compounds, 0.3% hits | AID 2025;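 active = percent response vs DMSO below 50%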;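 note: median channel GFP fluorescence of the barcoded RPL19A-GFP strain; ratio of sample median GFP to plate DMSO average so 100% = DMSO; lower means less RPL19A-GFP as with rapamycin TOR inhibition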
AHR act – activators of human aryl hydrocarbon receptor | AID 2796 | AHR-responsive luciferase reporter cells, luminescence | activation, % at 5 µM | P35869 | 320,000 compounds, 2.5% hits; in the data active = activation above about 47%;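 note: 0% = vehicle wells and 100% = reference agonist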
Target sequence (P35869 whole entry, looked up): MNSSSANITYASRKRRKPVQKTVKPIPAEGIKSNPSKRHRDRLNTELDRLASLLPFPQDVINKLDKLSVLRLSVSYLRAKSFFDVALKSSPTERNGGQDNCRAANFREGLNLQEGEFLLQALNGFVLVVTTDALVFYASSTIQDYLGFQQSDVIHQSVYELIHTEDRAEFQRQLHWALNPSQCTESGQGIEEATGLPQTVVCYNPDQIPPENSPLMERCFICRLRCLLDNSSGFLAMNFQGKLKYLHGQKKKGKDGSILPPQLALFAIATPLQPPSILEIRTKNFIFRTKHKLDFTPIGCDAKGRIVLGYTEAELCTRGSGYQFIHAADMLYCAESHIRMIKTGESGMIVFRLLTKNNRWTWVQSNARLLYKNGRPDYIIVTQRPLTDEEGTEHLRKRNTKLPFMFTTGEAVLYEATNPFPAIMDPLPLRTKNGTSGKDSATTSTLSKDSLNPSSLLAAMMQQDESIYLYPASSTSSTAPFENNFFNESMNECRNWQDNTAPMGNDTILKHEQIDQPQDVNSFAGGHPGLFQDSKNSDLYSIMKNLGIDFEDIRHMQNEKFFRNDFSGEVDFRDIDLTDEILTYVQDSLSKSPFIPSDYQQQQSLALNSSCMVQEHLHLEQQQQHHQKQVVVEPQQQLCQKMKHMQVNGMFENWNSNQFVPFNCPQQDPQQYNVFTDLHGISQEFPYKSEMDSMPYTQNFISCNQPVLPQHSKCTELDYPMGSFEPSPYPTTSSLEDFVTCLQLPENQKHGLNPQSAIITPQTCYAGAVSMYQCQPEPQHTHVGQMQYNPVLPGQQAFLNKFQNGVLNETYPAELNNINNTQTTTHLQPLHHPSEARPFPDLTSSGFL
MEP2 TOR yeast – yeast TOR pathway MEP2-GFP modulation | S. cerevisiae MEP2-GFP strain, flow cytometry GFP, 3 h; 100% = DMSO control level | AID 2016 | 330,000 compounds, 0.51% hits | GFP response vs DMSO, % at 10 µM;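 active = GFP response versus DMSO above a set limit, roughly screen mean plus 3 SD, cut at about 180% in these data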;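 note: median GFP fluorescence of the barcode-gated MEP2-GFP cells per well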
proCasp7 act – activates human procaspase-7, counter-screen for procaspase-3 activators; activation, % at 8.5 µM; P55210; 330,000 compounds, 0.093% hits; AID 463210; recombinant procaspase-7, Ac-DEVD-pNA absorbance 405 nm; D23A/D198A/D206A triple mutant, cannot self-cleave; scale: DMSO 0, 5 µM enzyme 100;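 active = percent activation above the screen-wide mean plus 3 SD, cut at about 25% in these data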
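Assay system: Uncleavable procaspase-7 mutant enzyme | Input: 2 µM procaspase-7 mutant as dispensed | Timing: 1 h compound preincubation, 2 h substrate cleavage, 25 °C | Repeats: One well per compound | Control set: DMSO wells as 0%, DMSO with 5 µM added PC-7 as 100% | Technique: Epi-absorbance of released pNA at 405 nm, two timepoints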
AGP1-GFP MLPCN – alters AGP1-GFP fluorescence in TOR pathway yeast screen | S. cerevisiae AGP1-GFP multiplex flow cytometry, 3 h; GFP as percent of DMSO wells | 320,000 compounds, 0.02% hits | AID 2066 | GFP response vs DMSO, % at 10 µM;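 active = GFP response relative to DMSO above a set limit, near screen average plus 3 SD, cut at about 150% in these data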;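 note: median GFP channel fluorescence of the gated AGP1 strain per well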
proCasp3 act – activates human procaspase-3. P42574. recombinant procaspase-3 D3A, Ac-DEVD-pNA absorbance 405 nm. activation, % at 8.5 µM. 330,000 compounds, 0.11% hits. AID 463141;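 active = activation above the mean of all tested compounds plus 3 SD, cut at about 21% in these data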;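 note: 0% = DMSO alone and 100% = DMSO wells spiked with extra 5 µM PC-3 D3A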
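Test system: Procaspase-3 D3A mutant; medium: Zinc-free HEPES/NaCl buffer with 0.01% Triton X-100 at pH 7.4; reagent: DEVD-pNA substrate; doses: one concentration, 8.5 µM nominal, 0.8% DMSO; times: 1 h preincubation plus 2 h reaction at 25 °C; signal: Epi-absorbance at 405 nm of released p-nitroaniline, 0 and 120 min; replicates: singlicate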
* = called active by the depositor.

SMILES | LAP4-GFP MLPCN | CIT2 TOR yeast | RPL19A-GFP yeast | AHR act | MEP2 TOR yeast | proCasp7 act | AGP1-GFP MLPCN | proCasp3 act
COCCn1c(SC(C)C(=O)Nc2ccc3c(c2)OCCO3)nc2ccccc2c1=O (stereo not drawn) | 105.7 | 105.1 | 104.4 | 3.7 | 105.9 | 9.2 | 106.5 | 2.6
Cc1ccc(NC(=S)Nc2c(C)n(C)n(-c3ccccc3)c2=O)cc1Cl | 107.5 | 108.1 | 96.5 | 0.7 | 96.8 | -14.3 | 107.4 | -9.9
Cc1c(Cl)c(=O)oc2cc(OCC(=O)N3CCCC(C)C3)ccc12 (stereo not drawn) | 92.7 | 82.4 | 93.7 | 1.8 | 96.5 | 13.2 | 92.9 | 13.5
O=C(CN1CCOCC1)Nc1ccc(OC(F)(F)F)cc1 | 100.1 | 97.2 | 97.2 | 2.7 | 94.0 | 9.4 | 96.1 | 4.1
COc1ccc(CNc2ccc(Br)cc2)cc1 | 111.4 | 86.6 | 96.3 | 4.2 | 94.8 | 9.9 | 95.5 | -2.4
Cc1ccc(C(=O)NNC2=NC(C)(C)Cc3ccccc32)cc1 | 110.3 | 99.9 | 104.1 | 3.6 | 96.5 | 14.7 | 111.5 | 7.2
CC(OC(=O)C1CC(O)CN1S(=O)(=O)c1ccccc1[N+](=O)[O-])C(=O)N1CCCCC1 (stereo not drawn) | 103.4 | 98.3 | 107.2 | 0.9 | 111.1 | 12.1 | 103.4 | 3.1
CC1CCCC(NC(=S)NC(=O)c2cncc(Br)c2)C1C (stereo not drawn) | 111.6 | 98.5 | 102.4 | 2.8 | 111.8 | -3.1 | 100.8 | 3.7
CNS(=O)(=O)c1cccc(C(=O)OCC(=O)Nc2ccc(OC)cc2[N+](=O)[O-])c1 | 93.3 | 81.3 | 91.8 | -0.7 | 93.5 | -2.7 | 91.6 | 8.2
Cc1cccc(OCC(=O)N2CCCc3ccccc32)c1 | 109.3 | 89.0 | 98.2 | 0.6 | 94.8 | -6.3 | 104.1 | 5.1
CCCCNS(=O)(=O)NC(=O)C1=C(N2CCCC2)COC1=O | 102.1 | 102.5 | 98.6 | -1.6 | 98.7 | -0.7 | 99.6 | -1.4
CC(C)(C)c1cc2cccnc2n1Cc1ccccc1 | 96.3 | 96.3 | 98.2 | -0.4 | 105.0 | 4.0 | 100.3 | -4.5
O=C(CCc1ccccc1)N=C1SC2CS(=O)(=O)CC2N1c1ccccc1F (stereo not drawn) | 96.1 | 111.7 | 97.5 | 0.1 | 106.0 | -6.1 | 102.3 | 2.2
Cc1nonc1NC(=O)CSc1nnc(N)s1 | 99.5 | 106.8 | 101.9 | -3.6 | 106.8 | 3.0 | 104.8 | -8.5
Cc1ccccc1-n1c(SCC(=O)NCC2CCCO2)nnc1-c1ccncc1 (stereo not drawn) | 91.3 | 112.6 | 103.4 | 0.5 | 106.5 | 11.7 | 106.2 | 1.7
COc1ccc(OC)c(NC(=O)C(=O)N/N=C/c2ccccc2[N+](=O)[O-])c1 | 103.2 | 94.1 | 94.9 | 22.2 | 102.8 | 2.4 | 102.5 | -0.9
CCNc1nc(Cl)nc(N(NC(C)=O)C(C)CC)n1 (stereo not drawn) | 98.0 | 58.4 | 61.4 | -3.0 | 71.6 | 11.1 | 73.1 | -0.3
O=C(O)CCC(=O)Nc1ccc(C(=O)OCC(=O)c2ccc(Cl)cc2Cl)cc1 | 112.4 | 95.7 | 97.3 | -1.1 | 97.2 | -0.5 | 105.1 | -1.9
Cc1ccc(N2C(=O)CC(N3CCN(S(=O)(=O)c4ccccc4)CC3)C2=O)c(C)c1 (stereo not drawn) | 91.7 | 107.7 | 99.5 | -1.6 | 101.4 | 1.9 | 97.6 | -6.8
O=C(C1=C(O)C(=O)N(CCN2CCOCC2)C1c1cccc([N+](=O)[O-])c1)c1cccs1 (stereo not drawn) | 104.5 | 104.6 | 98.4 | 4.5 | 104.8 | 0.6 | 107.4 | -5.0
Cc1ccc(-c2ccnc3nc(-n4cccc4)nn23)o1 | 105.3 | 97.1 | 97.8 | 15.3 | 99.0 | 9.7 | 86.4 | 4.8
CN(CP(=O)(O)CCc1ccccc1)S(C)(=O)=O | 104.6 | 100.7 | 96.0 | 0.4 | 95.3 | -3.8 | 101.3 | 2.3
Cc1cc(NC(=O)c2ccc(Cl)cc2)n(CCOC(=O)c2ccc(Cl)cc2)n1 | 97.0 | 94.1 | 97.4 | 32.0 | 99.7 | 0.7 | 92.8 | 3.3
CCOc1ccc2nc(N3C(=O)CNC3=S)sc2c1 | 116.7 | 105.4 | 100.3 | 1.1 | 95.3 | -7.8 | 102.9 | -8.5
Cc1noc(C)c1COc1ccccc1C(=O)NNC(=O)C(C)Oc1ccccc1F (stereo not drawn) | 105.6 | 108.4 | 103.3 | -2.1 | 104.6 | -1.4 | 109.7 | -4.9
Further structures:
SMILES | LAP4-GFP MLPCN | CIT2 TOR yeast | RPL19A-GFP yeast | AHR act | MEP2 TOR yeast | proCasp7 act | AGP1-GFP MLPCN | proCasp3 act
CCCn1c(N)c(C(=O)CSc2n[nH]c(-c3ccc(C)cc3)n2)c(=O)[nH]c1=O | 100.1 | 96.0 | 93.2 | 13.2 | 93.0 | -7.0 | 104.3 | -3.1
COc1ccccc1OCC(=O)Nc1c2c(nn1-c1ccccc1)CS(=O)(=O)C2 | 81.2 | 100.3 | 106.1 | 12.3 | 99.7 | -5.8 | 92.1 | 1.1
CN(C)/C=C/C(=O)c1cnc2n(c1=O)CCS2 | 97.1 | 91.3 | 96.8 | 1.2 | 92.5 | 2.0 | 96.7 | -0.1
COc1cccc(-c2nc(CS(=O)(=O)CC(=O)N3CCN(c4ccccn4)CC3)c(C)o2)c1 | 99.1 | 99.1 | 100.8 | 56.7* | 96.3 | -1.4 | 101.4 | -2.9
C/C=C\C=C/C(=O)Nc1cccc(C2=NOC3(C2)C[C@@H](C(N)=O)N(C(=O)CCCCC)C3)c1 (stereo partly drawn) | 118.9 | 113.8 | 108.8 | 1.2 | 99.8 | -0.4 | 102.1 | 3.6
Cc1ccc(-n2c(-c3ccccc3)n[nH]c2=S)c(C)c1 | 87.7 | 105.8 | 107.5 | -1.4 | 109.2 | -2.0 | 99.9 | -0.6
COC(=O)c1ccc2c(c1)N(C)CCS2 | 93.5 | 98.6 | 95.3 | -0.7 | 100.8 | 18.8 | 98.3 | -6.7
Cc1cc(Cl)ccc1OC(C)C(=O)NC(C)C1CCCO1 (stereo not drawn) | 99.1 | 93.1 | 98.0 | 1.1 | 101.5 | 1.5 | 97.6 | -1.9
CCN(Cc1nc2cc(Cl)ccc2c(=O)[nH]1)C(=O)c1cccc(NC(=O)c2cccs2)c1 | 100.9 | 95.0 | 100.6 | 2.6 | 92.6 | 4.3 | 96.9 | 0.6
NC(CO)c1cn([C@@H](CCC(=O)O)C(=O)N2CCNCC2)nn1 (stereo partly drawn) | 128.0 | 86.6 | 93.5 | 1.6 | 88.0 | 3.4 | 83.9 | 3.1
CN(C)c1ccc(C(=S)N2CCN(c3ccccc3)CC2)cc1 | 97.8 | 93.2 | 103.5 | 4.3 | 105.0 | 2.8 | 93.7 | -3.3
CCOC(=O)C1(CC2CCCCO2)CCN(Cc2nccn2-c2ccc(OC)cc2)CC1 (stereo not drawn) | 100.1 | 109.5 | 100.9 | -0.4 | 101.9 | 0.1 | 108.4 | 1.3
Cc1ccc(S(=O)(=O)N2CCCCC2)cc1NC(=O)COC(=O)c1cc[n+]([O-])cc1 | 91.3 | 99.8 | 99.5 | -1.8 | 98.0 | 4.8 | 100.9 | 3.4
Cc1cccc(OCC(=O)Nc2ccc(C(=O)c3ccc(C(=O)O)cc3)cc2)c1 | 95.5 | 104.3 | 97.8 | -3.8 | 99.6 | 4.1 | 93.0 | 6.6
c1ccc(-c2nc3ccccc3[nH]2)cc1 | 117.9 | 114.8 | 103.5 | 27.2 | 96.1 | 8.9 | 100.3 | 7.1
O=C(N/N=C1\CCCc2ccccc21)c1cccc(Br)c1 | 99.8 | 98.9 | 101.3 | 9.5 | 99.2 | -0.8 | 101.4 | 1.5
COc1cc2cc(C(c3nnnn3C3CCCC3)N(C)C3CCCCC3)c(=O)[nH]c2cc1OC (stereo not drawn) | 92.2 | 102.3 | 87.8 | 1.3 | 95.2 | 7.2 | 96.4 | 3.6
Cc1noc(NC(=O)c2ccc(F)cc2)c1C#N | 95.1 | 101.9 | 101.5 | -1.9 | 101.8 | 5.2 | 105.7 | -1.9
CC(=O)Nc1cc(O)cc(O)c1 | 111.5 | 99.9 | 96.0 | 0.5 | 107.1 | -2.3 | 107.1 | 4.9
Cc1cc(C)n(C(=O)CNC(=O)c2ccc(Cl)cc2Cl)n1 | 104.4 | 114.9 | 100.0 | -0.5 | 108.5 | 4.5 | 96.4 | 4.3
O=C1COc2ccc(C(=O)COC(=O)/C=C/c3cccc(F)c3)cc2N1 | 112.3 | 108.7 | 102.5 | -0.3 | 105.5 | -1.2 | 104.3 | 6.5
O=C(CC1N=C(Cc2ccccc2)NNC1=O)N/N=C/c1ccc([N+](=O)[O-])cc1 (stereo not drawn) | 100.7 | 98.3 | 100.4 | 37.7 | 94.7 | 8.8 | 107.9 | 0.1
CC(=O)c1c(C)[nH]c(C(=O)N2CCN(C(=O)c3ccco3)CC2)c1C | 94.8 | 91.0 | 95.9 | 11.6 | 90.3 | -3.0 | 93.7 | -7.4
COc1cc(CNc2ccc(N3CCN(C(C)=O)CC3)cc2)ccc1OCc1ccc(F)cc1 | 97.1 | 100.0 | 102.0 | -1.3 | 99.0 | -11.4 | 105.0 | -0.4
COC(=O)CSCC(=O)Nc1nnc(-c2cccc(C)c2)s1 | 100.2 | 104.4 | 103.1 | -5.9 | 103.0 | 1.4 | 99.7 | 10.2
C=CCNC(=O)/C(=C\c1ccc(OC)cc1)NC(=O)c1ccc([N+](=O)[O-])cc1 | 112.3 | 157.6* | 112.9 | 0.8 | 144.2 | 8.0 | 108.5 | 1.9
O=C(O)c1ccccc1P(=O)(c1ccccc1)c1ccccc1 | 96.5 | 99.4 | 104.8 | 2.0 | 101.1 | 5.9 | 93.7 | 8.8
COc1ccc(Cc2nnc(NC(=O)Nc3ccccc3)s2)cc1OC | 93.1 | 105.2 | 107.0 | 20.8 | 102.3 | 5.5 | 101.4 | -7.7
